# ERb SRC1 inh: blocks coactivator binding to human estrogen receptor beta | inhibition, % at 25.6 µM | Q92731 | hit rate 1.3% among 86,000 | TR-FRET ER-beta LBD / SRC1-Cy5 peptide binding; receptor agonist-loaded with 1 µM estradiol;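 active = compounds whose percent inhibition of the receptor-coactivator binding signal exceeds about 50% in the single-dose screen, limit read from the data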;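 also: 0% = receptor plus peptide wells without compound and 100% = peptide-only wells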
# Target sequence (Q92731 whole entry, looked up, the tested form may be a part): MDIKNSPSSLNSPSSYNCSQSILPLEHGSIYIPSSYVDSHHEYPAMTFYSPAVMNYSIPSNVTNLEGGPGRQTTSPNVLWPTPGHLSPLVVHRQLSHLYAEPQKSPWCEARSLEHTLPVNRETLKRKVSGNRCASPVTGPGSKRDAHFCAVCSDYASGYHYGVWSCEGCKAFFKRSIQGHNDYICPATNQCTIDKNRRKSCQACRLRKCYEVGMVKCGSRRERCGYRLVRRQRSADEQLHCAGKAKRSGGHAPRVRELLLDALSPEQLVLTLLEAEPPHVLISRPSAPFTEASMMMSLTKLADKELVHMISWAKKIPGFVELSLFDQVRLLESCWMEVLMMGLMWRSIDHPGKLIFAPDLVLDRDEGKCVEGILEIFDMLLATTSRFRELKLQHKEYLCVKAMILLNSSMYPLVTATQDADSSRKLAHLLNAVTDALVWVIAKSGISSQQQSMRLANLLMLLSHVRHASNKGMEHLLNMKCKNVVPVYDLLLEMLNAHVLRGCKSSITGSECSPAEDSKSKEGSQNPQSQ
# sEH activator: activators of human soluble epoxide hydrolase; activation, % at 2 µM; hit rate 0.04% among 91,000; P34913; purified human sEH enzymatic activity, activator screen; in the data active = activation above about 37%; also: values of inactives mirror those of a sister screen read the other way
# sEH inhibitor: inhibitors of human soluble epoxide hydrolase | AID 707 | P34913 | inhibition, % at 2 µM | recombinant human sEH enzymatic activity assay | hit rate 0.34% among 91,000; in the data active = inhibition above about 80%; also: values of inactives mirror those of a sister screen read the other way; many of its hits are not listed in these tables
# IL1B cytotox: toxic to HUVEC cells under IL-1B stimulation | HUVEC cell count loss, Hoechst imaging, IL-1B stimulated | hit rate 0.41% among 94,000 | AID 845 | cell count reduction, % at 2 µM;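 active = cell count reduction more than 3 SD above the screen-wide mean, cut at about 70% in these data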;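 also: normalized per plate to untreated control cells as the no-loss baseline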
# F-actin modifier: modifiers of cytoskeleton assembly; HUVEC TNFa F-actin phalloidin imaging, high content; inhibition, % at 2 µM; hit rate 0.18% among 91,000; AID 836;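 active = inhibition above the batch mean plus 3 SD and confirmed as a hit by visual image inspection, cut at about 30% in these data, passing the limit was not always enough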; also: strong numbers were not always called active
# VCAM1 TNFa inh: reduces TNF alpha induced VCAM1 expression in HUVEC; hit rate 0.48% among 95,000; inhibition, % at 2 µM; AID 802; HUVEC TNFa-induced VCAM-1 immunofluorescence, high-content imaging;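 active = inhibition above the batch mean plus 3 SD, with images confirmed as a hit by eye, cut at about 37% in these data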;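 also: 0% = TNF-stimulated DMSO wells and 100% = unstimulated control wells; not every result past the cut was called active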
# HUVEC tox TNFa: toxic to HUVEC cells under TNF alpha stimulation. AID 848. hit rate 0.17% among 93,000. cell count reduction, % at 2 µM. HUVEC TNFalpha-stimulated, Hoechst cell count, imaging;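 active = cell count reduction exceeding the screen mean by over 5 SD, scaled to untreated wells per plate, cut at about 78% in these data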;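 also: cells counted after 24 h of TNF alpha exposure following the 1 h pretreatment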
# Calb biofilm kill: kills Candida albicans biofilms; inhibition, % at 6 µM; hit rate 0.14% among 85,000; C. albicans biofilm + clotrimazole, Alamar Blue;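 active = inhibition above 20%; inactive = inhibition below 20%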;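 also: preformed 24 hr biofilms exposed to compound for 48 hr; 0% = biofilm without compound and 100% = blank killed by clotrimazole plus chlorhexidine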
# Smad3 inh: blocks human Smad3 binding to FoxH1 peptide | hit rate 0.29% among 88,000 | TR-FRET Smad3/Dy647-FoxH1 peptide binding, europium anti-His | inhibition, % at 25 µM | AID 630;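 active = compounds that reduce the energy-transfer binding signal between the protein and its labelled peptide by more than half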;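 also: 0% = Smad3 plus labelled peptide maximal FRET and 100% = peptide-only background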
# Target sequence (P84022 whole entry, looked up): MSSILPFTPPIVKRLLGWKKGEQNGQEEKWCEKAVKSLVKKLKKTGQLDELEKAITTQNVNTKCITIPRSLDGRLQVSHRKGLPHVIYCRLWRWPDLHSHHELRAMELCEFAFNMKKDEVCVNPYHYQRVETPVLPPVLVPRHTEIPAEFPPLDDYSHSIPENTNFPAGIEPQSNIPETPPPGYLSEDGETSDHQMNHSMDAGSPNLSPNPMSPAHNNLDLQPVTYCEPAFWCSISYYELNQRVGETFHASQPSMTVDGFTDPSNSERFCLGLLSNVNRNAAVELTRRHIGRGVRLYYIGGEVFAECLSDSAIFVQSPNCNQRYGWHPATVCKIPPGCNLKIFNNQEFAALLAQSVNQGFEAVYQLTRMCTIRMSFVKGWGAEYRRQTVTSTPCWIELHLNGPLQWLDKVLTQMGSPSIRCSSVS
# * = called active by the depositor; · = not tested or not shown; [ ] = dose if it differs, or a comment. Some of the compounds tested; rates above refer to the full screens.
SMILES,ERb SRC1 inh,sEH activator,sEH inhibitor,IL1B cytotox,F-actin modifier,VCAM1 TNFa inh,HUVEC tox TNFa,Calb biofilm kill,Smad3 inh
CN(C)/C=C(\C#N)C(=O)c1cccnc1Oc1cccc(F)c1,·,8,-10,-15,12,11,-25,·,·
CC1CCCCC1NC(=O)c1ccc(N2CCCC2=O)cc1 (stereo unspecified),-1,9,-8,-38,11,-2,3,-6,-6
COc1ccc(CCNC(=O)CCS(=O)(=O)c2ccc3c(c2)CCN3C(C)=O)cc1OC,-1[fluorescence artefact?],·,·,-11,-10,-14,-8,3,-6
Cc1ccnc(NC(=O)c2cccs2)c1,-7,-8,8,-15,-1,-6,-18,6,-3
N#Cc1nc(Cc2cccc3ccccc23)oc1NCCCN1CCOCC1,-11[fluorescence artefact?],8,-10,1,41,10,-8,2,-6
CC1(C)CC(=O)C=C(Nc2ccc(Br)cn2)C1,-7,0,1,-23,-4,6,-1,12,-10
CCN(CCCNC(=O)CCCn1c(=O)[nH]c2ccccc2c1=O)c1cccc(C)c1,0,-36,37,1,-4,7,-16,5,7
CCOCC(=O)Nc1c(C(=O)Nc2ccccc2OC)oc2ccccc12,·,7,-6,2,·,0,24,·,·
Cc1[nH]n(-c2ccc([N+](=O)[O-])cc2)c(=O)c1C=NCCN1CCN(C(=O)c2ccc(Br)cc2)CC1,2,-7,3,-18,·,8,-13,1,4
O=C(CSc1ncc(-c2ccc(F)cc2)n1Cc1ccco1)Nc1ccc2c(c1)OCO2,10[fluorescence artefact?],-7,5,35,-37,8,-6,9,-2
CC1(C)NC(=O)N(CCCCOc2ccc(Cl)cc2)C1=O,-2,12,-14,-11,·,-3,-74,5,-17
C=CCOc1ccc(CNc2nccs2)cc1OCC,-1,-2,7,19,5,1,-45,9,7
CCCCNC(=O)Nc1nnc(-c2ccc(OCC)cc2)o1,-6,-1,0,-33,9,-1,-32,8,5
Clc1ccccc1CN(Cc1ccco1)Cc1nnnn1C1CCCC1,-6,3,2,-1,-7,-41,·,1,3
CCc1cc2c3c(c(=O)oc2cc1O)CCCC3,-16[fluorescence artefact?],-12,13,-15,-1,15,-23,1,12
CCn1c(SCC(=O)Nc2cccc(NC(C)=O)c2)nnc1C(C)C,-13,-6,11,-2,14,5,-37,6,3
CCCCOc1ccc(/C=N/NC(=O)c2csc(C)c2C)cc1,·,-66,67,-25,-14,13,6,·,·
Cc1cc(C)n(-c2nc3sc4c(c3c(=O)[nH]2)CCCC4)n1,3[fluorescence artefact?],8,-10,6,-9,5,-8,7,0
CCN=C1SC(C(=O)Nc2cccc(OCC)c2)CC(=O)N1CC (stereo unspecified),0[fluorescence artefact?],11,-12,8,-1,-10,-8,1,0
COc1ccc(CSc2nnc(N)s2)cc1F,-4[fluorescence artefact?],11,-10,-3,-41,11,-16,3,10
C/C(N)=C(/C#N)C(=O)COc1ncnc2ccc(Br)cc12,17,22,-20,23,9,18,-29,13,6
CCCOn1nnnc1-c1ccccc1,-2,-4,2,8,-15,3,25,10,5
CCCN1CCN(CCCNC(=O)C2CCN(c3nnc(-n4cccc4)s3)CC2)CC1,-3,-2,2,2,-16,-4,-54,10,3
CSc1ccc(Cl)c(C(=O)Nc2ccc(OCC(N)=O)cc2)c1,·,-12,11,4,-4,-4,-23,·,·
CCOCCCNC(=O)c1ccc(CS(=O)(=O)Cc2cccc(C)c2)o1,36,-2,1,-14,-22,9,4,10,2

# Additional compounds:
SMILES,ERb SRC1 inh,sEH activator,sEH inhibitor,IL1B cytotox,F-actin modifier,VCAM1 TNFa inh,HUVEC tox TNFa,Calb biofilm kill,Smad3 inh
Cc1ccc(NC(=O)CSc2nnc(-c3ccccn3)n2C)cc1,5,1,3,-15,-1,19,-3,1,-6
CCOC(=O)c1cc2c(C)n(-c3ccc(N(C)C)cc3)c(C)c2cc(C(=O)OCC)c1=O,·,4,-4,-14,-18,14,-1,·,·
Cc1csc(NC(=O)CSc2nsc(SCC(=O)Nc3nc(C)cs3)c2C#N)n1,·,0,-1,-8,-18,14,-16,·,·
CC12CCC(C(=O)Nc3ncc([N+](=O)[O-])s3)(OC1=O)C2(C)C (stereo unspecified),1,-3,2,-4,6,18,18,11,8
CCc1nnc(NC(=O)c2ccc(COc3ccc(C)cc3)o2)s1,2,9,-8,-21,11,14,2,4,0
N#CC(c1cccc(Cl)c1)c1ccc2c(C(F)(F)F)cc(C(F)(F)F)nc2n1 (stereo unspecified),-7,17,-16,-14,6,6,-9,7,7
CC(C)CNC(=O)NC(=O)CSc1nc2ccccc2n1CC(C)C,·,5,-4,-1,-25,5,-30,·,·
COc1ccc2nc(/N=C(\N)NC(=O)C(C)(C)C)nc(C)c2c1,-11,26,-26,0,·,·,·,-4,0
COC(=O)[C@H](Cc1ccccc1)NC(=O)NCc1ccc(S(N)(=O)=O)cc1,-6,·,·,-26,-6,11,-16,1,-1
CCCC(C(=O)NC1CCCCC1)N(CC1CCCO1)C(=O)CNS(=O)(=O)c1ccc(F)cc1 (stereo unspecified),-2,·,·,8,-4,-18,-6,7,-3
Clc1ccc(CON/C=N/c2ncnc3sccc23)c(Cl)c1,·,-56,56,-3,25,-2,-15,·,·
O=C1Nc2cc(Cl)c(Cl)cc2N(O)N1c1ccccc1,1,1,-1,2,-9,4,-13,2,7
Cc1cc(NC(=O)c2cc(C)on2)no1,1[fluorescence artefact?],4,-1,-3,0,7,-26,5,15[fluorescence artefact?]
CC1=NN(c2ccc(C)cc2C)C(=O)C1C(c1ccccc1)C1C(=O)N(c2ccc(C)cc2C)N=C1C (stereo unspecified),·,-6,8,4,15,8,-2,·,·
COc1ccc(/C=C/C(=O)NC(=S)NNC(=O)c2cccnc2)cc1OC,·,-14,13,6,31,7,8,·,·
COc1ccc(S(=O)(=O)N[C@@H](Cc2ccc(Cl)cc2)C(=O)N2CC[C@@]3(O)CCCC[C@H]3C2)cc1,2,17,-13,-5,-2,-18,10,-1,-16
Cc1ccc(CNC(=O)Cc2cccs2)cc1,3,-9,11,7,-8,8,-15,3,8
O=c1c2ccccc2ncn1CCCSc1ccc(Cl)cc1,·,-52,52,-39,27,-27,-34,·,·
COC(=O)c1sc(N)c(C(=O)OC)c1CSc1nnc(-c2ccccc2Cl)n1C,7,-8,8,-8,9,-16,31,0,8
O=C(c1ccco1)N(CC1CCCO1)c1nc(-c2ccccc2)cs1 (stereo unspecified),11,4,-5,0,-4,-11,-17,9,-8[fluorescence artefact?]
CCn1nnnc1SCC(=O)c1cccc(OC)c1,-2,-2,6,-18,5,1,-3,6,-11
C=CCOC(=O)Nc1snnc1C,-4,11,-14,-10,·,15,10,10,15
O=C(Nc1ccc(F)cc1)N1CCN(c2ccc3nnc(-c4ccc(F)cc4)n3n2)CC1,-4,-23,24,-16,6,6,-14,8,-9
Cc1cc([N+](=O)[O-])c(-c2ccc(/C=N/n3cnnc3)o2)cc1Cl,·,0,1,-69,-18,-1,10,·,·
COc1ccc(N2CCN(C(=O)NC34CC5CC(CC(C5)C3)C4)CC2)cc1,-1,-10,12,-29,12,7,-17,4,6

# More entries follow.
SMILES,ERb SRC1 inh,sEH activator,sEH inhibitor,IL1B cytotox,F-actin modifier,VCAM1 TNFa inh,HUVEC tox TNFa,Calb biofilm kill,Smad3 inh
CCC(C)C(NC(=O)OC(C)(C)C)C(=O)NC(C(=O)N1CCCC1C(N)=O)C(C)CC (stereo unspecified),-7,·,·,-29,8,6,-21,-3,-2
CCCCC(O)(C(NC=O)C(=O)OC)C(F)(F)F (stereo unspecified),-3[fluorescence artefact?],-2,3,2,-14,3,16,5,2
CCn1c(CNc2cccc(Cl)c2)nnc1SCc1ccccc1,-9,-8,6,-26,19,-7,-31,1,1
CCOC(=O)COc1ccc(C(=O)NC2CCCCC2)cc1,-4,-9,8,-9,9,4,-1,6,6
COc1ccc2c(c1)c1nc3ccccc3nc1n2CC(=O)OC(C)C,10,-4,1,8,-6,23,10,-4,-8
COC(=O)Cn1c(C(F)(F)F)nc2ccccc21,-6,-12,12,-25,-1,-4,-18,10,5
CCc1ccccc1OCc1nc2ccc(S(=O)(=O)N3CCOCC3)cc2[nH]1,-1,-32,34,-7,-6,19,-5,3,0
Cc1nc2c(s1)sc1ccccc12,-13,2,-2,-24,9,4,-19,2,1
CC(C)(C)C1CCC2(CC1)NC(CO)(CO)CO2 (stereo unspecified),-20[fluorescence artefact?],6,-4,8,·,-2,-37,-5,-1
O=C(O)c1ccc(NS(=O)(=O)c2cc(Cl)ccc2Cl)cc1O,2,-7,9,-41,10,-12,-20,6,6
N=c1c(C(=O)NCc2ccco2)cc2c(=O)n3ccccc3nc2n1Cc1ccccc1,35[fluorescence artefact?],-6,6,·,·,·,·,-4,0
COc1ccc(C(C#N)N2CCOCC2)cc1 (stereo unspecified),-20[fluorescence artefact?],-10,14,-38,12,8,·,7,13
COCCNC(=O)c1ccc(CS(=O)(=O)c2ccc(C)cc2)o1,3,5,-6,3,13,6,-28,3,-3
O=C(OC(C(=O)NCc1cccs1)c1ccc(F)cc1)c1ccco1 (stereo unspecified),-1,-16,15,7,4,-18,-40,7,4
CC(=O)c1ccc(C#CC(C)(C)O)s1,0,·,·,-24,-29,-13,48,6,-5
COC(=O)CSC1=C(C#N)C(c2cccc(F)c2)CC(=O)N1 (stereo unspecified),7[fluorescence artefact?],13,-15,-79,4,6,-39,-4,-23
CNc1nc(C)c(C(=O)c2ccc(Cl)cc2)s1,·,19,-17,7,-2,-10,-6,·,·
Cc1cc(Cl)c(OCCCSc2nc(C)cc(=O)[nH]2)c(Br)c1,-12,22,-23,90*,14,-14,-4,2,15
CC(C)C(OC(=O)CN1C(=O)COc2ccccc21)C(=O)NC1CCCC1 (stereo unspecified),0,12,-12,4,-28,5,-29,-4,4
Cc1ccc(C(c2sc3nc(C)nn3c2O)N2CCOCC2)cc1 (stereo unspecified),-15,-4,7,9,48,2,-14,·,5
COCC(=O)Nc1cc(OC)c(Cl)cc1OC,34,-1,-1,-35,-9,14,3,2,6
C=CCOc1ccccc1/C=C/C(=O)O,·,12,-12,13,-22,-26,-15,·,·
Cc1ccccc1N1C(=O)c2ccccc2N2C(=O)c3ccccc3C12 (stereo unspecified),-1,-16,16,11,-7,-21,-5,7,-9
CCCCCSc1nc2c(c(=O)[nH]c(=O)n2C)n1C,-5[fluorescence artefact?],·,·,10,9,9,-24,3,4
O=S(=O)(/N=C(/Nc1cc(N2CCOCC2)ncn1)c1ccccc1)c1ccccc1,5,4,0,-23,4,-5,-16,9,4
CCOC(=O)c1ccc(NC(=O)CCc2nc(-c3cccc(C)c3)no2)cc1,-12,-14,12,87*,16,-12,-17,6,-2
CCOC(=O)c1sc(NC(=O)C(CC)Sc2nnc3c4ccccc4n(C(C)C)c3n2)nc1C (stereo unspecified),·,·,·,9,-10,-1,-24,·,·
O=C1CC(C(=O)N(CC2CCCO2)C(C(=O)NC2CCCCC2)c2ccncc2)CS1 (stereo unspecified),-9,6,-2,-4,8,4,-4,-2,-14
COCCCn1c(C(C)C)nc2oc3cc(OC)ccc3c(=O)c2c1=O,-11,-8,9,-20,-32,10,-15,7,15
CCOC(=O)c1sc(NC(=O)c2ccc(Cl)s2)cc1C,12,-91,91*,6,13,-6,-39,17,14

# With a hit mark in sEH inhibitor (from the list above):
mol,ERb SRC1 inh,sEH activator,sEH inhibitor,F-actin modifier,VCAM1 TNFa inh,Smad3 inh
CCOC(=O)c1sc(NC(=O)c2ccc(Cl)s2)cc1C,12,-91,91*,13,-6,14

# Screening results deposited in PubChem BioAssay by several laboratories.
